TRPN1 ag = zebrafish TRPN1 (NompC) channel agonism; HEK293 zebrafish TRPN1-YFP, Fluo-8 calcium fluorescence; 100% = response to 87 µM carbachol; activation, % at 3 µM; AID 1424; hit rate 0.18% among 220,000;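 active means activation above its plate's cutoff, the mean activation of test wells on that plate plus 3 SD, cut at about 19% in these data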;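 further: 0% = DMSO alone and 100% = 87 µM carbachol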
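System: zebrafish TRPN1-YFP in HEK293 cells / Dosing: 3 µM single point / Timing: dye loading 1 h at 37 °C, then 30 min room temperature / Signal: Fluo-8 calcium fluorescence, excitation 470-495 nm, emission 515-575 nm / Read-out basis: percent activation from peak over basal fluorescence ratio, control-normalized / Control set: high carbachol 87 µM, low DMSO alone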
NPY-Y1 PAM-ag = potentiates or activates human NPY-Y1 receptor; P25929; NPY-Y1 expressing cells, potentiator/agonist activation; activation, % at 3.6 µM; hit rate 0.37% among 220,000; in the data active means activation above about 33%, passing the limit was not always enough;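 further: cells stimulated with NPY at EC10 then isoproterenol at EC100; 0% = low agonist plus stimulus and 100% = saturating agonist plus stimulus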
Target sequence (P25929 whole entry, looked up): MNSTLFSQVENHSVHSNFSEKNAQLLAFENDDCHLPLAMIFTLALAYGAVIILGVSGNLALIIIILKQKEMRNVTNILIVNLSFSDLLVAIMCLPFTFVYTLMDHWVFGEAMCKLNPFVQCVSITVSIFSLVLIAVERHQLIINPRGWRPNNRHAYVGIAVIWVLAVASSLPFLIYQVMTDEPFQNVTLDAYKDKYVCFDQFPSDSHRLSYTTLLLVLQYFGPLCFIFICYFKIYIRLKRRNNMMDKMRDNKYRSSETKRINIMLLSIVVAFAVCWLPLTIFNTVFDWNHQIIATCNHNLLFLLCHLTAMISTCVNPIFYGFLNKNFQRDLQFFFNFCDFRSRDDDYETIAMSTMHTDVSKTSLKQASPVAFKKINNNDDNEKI
NPY-Y2 PAM-ag = human NPY-Y2 potentiation or agonism, primary screen | P49146 | cells expressing NPY-Y2, potentiator/agonist read-out | activation, % at 3.6 µM | hit rate 0.45% among 220,000; in the data active means activation above about 27%;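 further: cells stimulated with NPY near EC25 plus isoproterenol at EC100; 0% = vehicle plus submaximal agonist and 100% = vehicle plus saturating agonist; some results beyond the cut were filed as inactive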
S1P4 ag = agonists of human S1P4 receptor; O95977; S1P4-expressing cell line, agonist reporter assay; activation, % at 4.98 µM; hit rate 0.35% among 220,000; AID 1509; in the data active means activation above about 11%;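 further: 0% = DMSO vehicle and 100% = reference agonist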
CHOP inhibitor = inhibitors of CHOP induction in ER stress response | CHO-K1 CHOP-promoter luciferase, tunicamycin-induced, 15-18 h | inhibition, % at 10 µM | hit rate 3.8% among 220,000 | AID 2732;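 active means compounds that reduced the stress-induced luciferase reporter signal by more than about 70% of percent inhibition, limit read from the data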;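 further: 0% = tunicamycin plus vehicle and 100% = wells without tunicamycin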
NPY-Y1 antag = antagonists of human neuropeptide Y receptor Y1; P25929; HEK293-CNG Y1 cells, membrane potential fluorescence; NPY at EC95, then isoproterenol; inhibition, % at 3.6 µM; hit rate 1% among 200,000; AID 1040;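 active means inhibition above the campaign mean inhibition of all tested compounds plus 3 SD, cut at about 20% in these data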;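 further: 0% = DMSO wells given NPY plus isoproterenol and 100% = isoproterenol alone without NPY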
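Assay system: HEK293 cells with Y1 receptor plus CNG channel | Probe or stimulus: NPY (25 nM), isoproterenol (1 µM), Ro 20-1724 (25 µM) | Timing: Compound incubation 1 h at room temperature, readout 45 min post-stimulation | Measured by: Membrane-potential fluorescent dye readout | Benchmarks: High control isoproterenol alone, low control NPY with isoproterenol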
TRPML3 agonist = human mucolipin-3 channel agonism | Q8TDD5 | HEK293 TRPML3-YFP, Fluo-8 calcium fluorescence; 100% = the carbachol control signal | hit rate 0.29% among 220,000 | activation, % at 3 µM | AID 1448;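 active means activation above its plate's cutoff, the mean activation of the plate's test wells plus 3 SD, cut at about 12% in these data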;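 further: 0% = DMSO only wells and 100% = carbachol wells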
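Test system: HEK293 cells stably carrying human TRPML3-YFP; Doses: single dose, 3 µM final nominal compound, 0.3% DMSO final; Schedule: dye loading 1 h 37 °C then 30 min ambient, 125 s read; Technique: Fluo-8 calcium fluorescence; Benchmarks: high control carbachol 87 µM, low control DMSO.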
S1P4 antag = antagonists of human S1P4 receptor. O95977. inhibition, % at 4.98 µM. hit rate 0.26% among 220,000. AID 1510. S1P4-expressing cells, antagonist mode, reporter read-out; in the data active means inhibition above about 29%;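 further: 0% = wells stimulated with agonist and 100% = vehicle wells without agonist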
EP2 mod = modulates human prostaglandin E2 receptor EP2 signaling; EP2-expressing cells, cAMP HTRF FRET, PGE2 co-stimulation; induction, % at 25 µM; hit rate 0.83% among 260,000;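 active means compounds whose cAMP rise, as percent of the full-agonist control response, exceeds 60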;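 further: rat C6 glioma line stably carrying human EP2 under a CMV promoter; the protocol text gives 20 µM as final concentration; 100% = response of wells given 1 µM PGE2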
Target sequence (P43116 whole entry, looked up): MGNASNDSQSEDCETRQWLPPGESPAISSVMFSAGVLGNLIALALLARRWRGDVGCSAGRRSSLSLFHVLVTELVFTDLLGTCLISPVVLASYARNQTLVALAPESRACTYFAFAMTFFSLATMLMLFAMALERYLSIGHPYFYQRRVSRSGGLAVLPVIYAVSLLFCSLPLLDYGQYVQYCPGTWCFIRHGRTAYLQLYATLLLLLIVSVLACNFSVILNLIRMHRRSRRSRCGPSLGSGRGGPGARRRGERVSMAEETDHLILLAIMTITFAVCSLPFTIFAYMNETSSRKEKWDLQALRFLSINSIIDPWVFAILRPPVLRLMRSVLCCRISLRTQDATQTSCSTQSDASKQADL
* hit, by the source's call; . = no result given; & = joins results of further samples. Hits appear at their usual frequency, and some 6.5% of all compounds hit somewhere here.

Every second line gives: TRPN1 ag, NPY-Y2 PAM-ag, EP2 mod, S1P4 ag, TRPML3 agonist, CHOP inhibitor, NPY-Y1 PAM-ag, S1P4 antag, NPY-Y1 antag
Cc1c(C)c2cc(Cl)c(O)c(CN3CCCC(C)C3)c2oc1=O (stereo not drawn)
    -2.1, 2.0, 8.8, 1.9, 0.0, -18.1, -5.0, -18.4, 1.7
O=C(NNC(=O)c1sccc1-n1cccc1)c1cccs1
    0.3, -8.5, -25.3, -0.4, -0.1, -5.7, -4.5, 5.0, 1.6
CCOc1cc(/C=N/NC(=O)Cn2nc([N+](=O)[O-])cc2C)cc(Br)c1OCc1ccccc1F
    -0.4, -6.0, 3.5, -2.1, 0.7, 78.3*, 3.3, -3.4, 2.9
O=C1CSC(=S)N1/N=C/C=C/c1ccccc1
    0.8, 10.0, -37.6, 0.8, 0.0, 0.8, -14.4, -14.7, 5.8
CSc1cccc(NC(=O)C2CCN(S(C)(=O)=O)CC2)c1
    -0.7, -5.7, 2.2, -2.9, 0.1, -19.6, -14.1, -9.8, 0.4
COc1ccc(-c2c(C(F)(F)F)nn(C)c2NC(=O)CSCC(=O)O)cc1
    0.0, 1.7, -17.3, -1.1, 0.9, 13.3, -3.5, -3.0, .
O=C(NCc1ccccc1)c1ccc(-c2ccc(F)cc2)o1
    -1.3, -9.2, -51.7, -0.5, -1.5, -19.1, -4.7, -13.0, 2.0
Cc1cccc(CN2CCN(Cc3ccc4nonc4c3)CC2CCO)n1 (stereo not drawn)
    0.2, -11.8, -26.8, 8.8, 0.3, 13.5, 1.3, -12.4, 6.9
Cc1ccc(C)c(NC(=O)CN(C)C(=O)COc2ncnc3sccc23)c1
    -0.1, 11.0, -15.7, 0.6, 0.8, -10.4, 9.1, -17.6, 6.2
Cn1c(SCc2ccccc2)nnc1-c1cccs1
    0.5, 9.7, -31.3, 0.5, 1.4, -24.5, 6.2, -22.6, -3.5
O=C(NC(CO)Cc1ccc([N+](=O)[O-])cc1)C(Cl)Cl (stereo not drawn)
    1.2, 4.2, -0.1, -0.5, 0.7, 15.6, 0.5, -19.4, 2.7
CC(C(=O)OCc1nnc(-c2ccccc2)o1)N1C(=O)c2ccccc2C1=O (stereo not drawn)
    0.2, 13.7, -52.4, 0.3, 0.8, 32.7, 1.1, -16.1, 10.8
O=C(O)C/C=C(/NC(=O)OCc1ccccc1)C(=O)OCc1ccccc1
    -0.8, -11.9, 27.4, 1.7, 0.7, -4.6, 4.9, -12.8, 6.2
Cc1ccc(-c2c3c(=O)n(C)c(=O)n(C)c3cn2Cc2ccccc2)cc1
    -0.9, -2.2, 37.0, 1.2, -0.1, 11.6, -15.5, 5.2, 1.9
CCC(C)n1ncn(-c2ccc(N3CCN(c4ccc(O)cc4)CC3)cc2)c1=O (stereo not drawn)
    0.7, 16.1, 5.3, 1.9, -0.1, -28.1, 2.3, 4.2, -1.6
CCCSc1nc2c3c(sc2c(=O)[nH]1)CC(C)(CC)OC3 (stereo not drawn)
    0.4, -15.6, 27.5, 1.3, 0.7, -12.1, 3.0, -23.9, 2.2
CCC1Cc2c(nc(N)c3c(N)nc(N4CCCCC4)c(C#N)c23)O1 (stereo not drawn)
    -0.9, 23.8, 27.2, 0.7, 3.2, 21.5, 22.9, 1.5, -9.4
COc1ccc(C(=O)N2CCC(N3CCN(c4ccccc4)CC3)CC2)cc1OC
    -0.2, -3.3, 11.2, 0.3, 0.7, 1.0, 4.3, -6.3, 2.2
CCN1CCn2c3c(c4cc(C)ccc42)CCCC31 (stereo not drawn)
    -0.5, 13.7, -22.4, 1.5, 0.4, 21.8, -5.5, 1.1, 1.7
CC(C)Cc1n[nH]c(=O)[nH]1
    -1.5, -2.0, 15.7, 2.3, 0.9, 83.2*, 3.6, -2.9, 3.4
CC(OC(=O)CCc1c[nH]c2ccccc12)C(=O)c1ccccc1 (stereo not drawn)
    -0.1, 1.5, -121.6&-52.5, 3.7, -0.4, 28.4, 17.5, -7.5, 7.5
Cc1nn(C)c(Sc2ccccn2)c1[N+](=O)[O-]
    -1.4, 1.4, -8.4, 0.8, 0.7, 23.6, 7.8, -14.7, .
CCOc1ccc2[nH]c(=O)c(CN(CCN3CCCC3)C(=S)Nc3ccccc3OC)cc2c1
    -3.1, -12.6, -40.4, 1.3, 0.9, 2.7, -1.3, -13.5, 0.1
O=C(CC1NCCNC1=O)NC1Cc2ccccc2C1 (stereo not drawn)
    1.3, -26.4, -20.4, -0.3, 0.1, -1.0, -13.9, 0.2, .
COc1cc(/C=C2\C(=O)N(c3ccccc3)N=C2C)ccc1Oc1ccc([N+](=O)[O-])cc1[N+](=O)[O-]
    0.9, -3.1, -7.3, 0.8, 1.0, 11.6, 7.2, -15.9, 3.3
CCOC(=O)c1ccc(NC(=O)COc2cc(=O)n(CC)c3ccccc23)cc1
    1.1, 2.1, 46.6, 3.5, 0.7, 55.0, 2.5, -14.3, -1.1
O=C(Nc1cc(=O)[nH]c2nc(-c3ccccc3)nn12)c1ccccc1Cl
    2.0, -15.9, -16.9, -1.1, 0.1, 2.8, -21.4, 3.2, .
CC1(C)Cc2c(c(N3CCOCC3)nc3sc4c(=O)[nH]cnc4c23)CS1
    0.4, -13.3, -32.6, 1.2, 0.4, 11.7, -3.4, -0.4, -1.0
O=C(Nc1ccccc1)c1ccccc1NS(=O)(=O)c1ccc(Cl)s1
    29.4*, 13.8, 3.5, -1.3, 15.6*, 24.2, 47.2, -7.7, 2.0
Cn1c(N2CCN(S(=O)(=O)c3ccc(Cl)cc3)CC2)nc2ccccc21
    -0.8, -1.7, -83.4, -0.6, 0.5, 18.5, -0.9, -2.1, 1.1

The listing continues.
Every second line gives: TRPN1 ag, NPY-Y2 PAM-ag, EP2 mod, S1P4 ag, TRPML3 agonist, CHOP inhibitor, NPY-Y1 PAM-ag, S1P4 antag, NPY-Y1 antag
Clc1ccc(/C=N/NC(=Nc2ccccc2)c2ccccn2)c(Cl)c1
    -0.9, 6.5, 60.8*, -0.4, -0.2, 81.1*, -3.3, -18.9, 17.7
C/C(=N\NC(=O)c1ccc(Cl)c(Cl)c1)c1cccc(NC(=O)C(C)C)c1
    1.2, -10.1, -10.6, 1.0, -0.1, 32.3, 12.0, 0.2, -2.8
COCCNC(=O)Cn1cc(/C=N/NC(=O)c2ccc(Oc3ccc(O)cc3)cc2)c2ccccc21
    -1.1, 7.2, -86.0, -0.8, 0.8, -4.8, -3.4, -20.0, -5.1
O=C(CSc1nc2ccccc2s1)NC1CCCC1
    -0.5, -17.3, -3.8, -0.1, -0.6, 1.1, -32.1, 1.7, .
COc1ccc(C2Nc3ccccc3C(=O)N2Cc2ccco2)cc1COc1ccc(NC(C)=O)cc1 (stereo not drawn)
    -1.7, -11.6, 33.8, -1.6, -0.7, -8.7, -11.5, -3.8, 2.8
COc1ccc(OCCN2C(=O)NC(C)(c3ccc(C)cc3)C2=O)cc1 (stereo not drawn)
    1.0, 7.7, 20.9, 1.0, 0.4, 20.4, 8.6, 4.5, 1.0
C=CCNCCCCOc1ccc(OCC)cc1
    -0.3, -26.0, 4.6, 1.4, 0.7, 23.4, -13.3, -18.8, 6.8
CCOC(=O)C1=C(c2ccccc2)OC(N)=C(C#N)C1c1ccncc1 (stereo not drawn)
    -1.8, -0.3, -12.6, 0.2, 0.3, -10.8, 6.1, 5.3, -2.5
COCC(=O)Nc1cc(C(=O)NCCc2ccccc2)ccc1Cl
    -1.0, 2.8, 9.8, 0.4, -0.6, -17.5, -19.9, -6.9, 3.4
CCCCn1c(=O)c(CCC(=O)O)nc2ccccc21
    -0.4, 12.3, 10.9, -1.4, 0.2, -18.6, 2.7, -8.8, -0.2
Fc1ccc(NC(=S)N2CCCCC2)cc1
    0.8, 4.5, -22.1, 0.3, 0.4, 30.4, -3.4, -13.4, -0.6
CCCCN(C(=O)CC(c1ccccc1)c1ccccc1)c1c(N)n(CCC)c(=O)[nH]c1=O
    1.0, 5.9, 11.3, -0.6, 0.1, 11.3, -4.9, -9.6, 4.1
Cc1nc2ccc(NC(=O)c3ccccc3)cc2s1
    0.0, 6.6, -28.1, 2.1, 0.5, -3.4, 8.4, -6.0, -1.4
CCOC(=O)c1ccc2[nH]c(C)c(CCC(C)=O)c(=O)c2c1
    1.6, 8.1, 3.2, 0.1, 1.1, 3.7, -17.9, -10.8, 0.6
O=C(c1cccs1)N1CCN(S(=O)(=O)c2ccccc2)CC1
    -1.1, -3.0, -26.1, 0.6, 0.8, 13.0, -4.9, 3.3, 0.0
COc1ccc(NC(=O)Oc2cc(C)ccc2C(C)C)cc1
    -1.6, 8.9, 1.2, -1.1, -1.0, -4.0, -0.6, 6.5, .
CCc1ccc(NC(=S)N2CCNC(=O)C2CC(=O)OC)cc1 (stereo not drawn)
    3.5, 0.9, 6.5, 1.5, 0.1, -3.2, 1.4, -0.5, 2.2
CC(C)CCNC(=O)C(NS(=O)(=O)c1ccc2c(c1)c(=O)n(C)c(=O)n2C)c1ccccc1 (stereo not drawn)
    0.8, 1.7, 6.6, -0.2, -0.3, 20.2, -6.6, -11.2, -0.2
O=C(CCCC(=O)OCC1CCCO1)OCC1CCCO1 (stereo not drawn)
    1.1, -13.4, 18.4, 1.7, 0.8, 9.2, -8.4, -8.7, 1.1
O=C(NCc1ccco1)c1ccc(S(=O)(=O)N2CCCCC2)cc1
    1.3, -19.1, -16.4, -1.6, 0.3, 10.8, -6.2, 0.6, 4.8
COC(=O)CNC(=O)C(Cc1c[nH]c2ccccc12)NC(=O)Oc1ccccc1 (stereo not drawn)
    2.3, -11.3, -18.4, 0.0, 0.6, -7.1, 13.4, 1.4, .
O=C1NC(=O)/C(=C/c2ccc(N3CCOCC3)o2)N1
    0.4, -23.6, -64.8, 1.7, 0.3, 9.2, 18.4, 11.6, .
Cn1c(SCC(=O)c2ccccc2)nnc1-c1cccc(N)c1
    0.2, 15.6, -16.9, 0.4, 0.6, -5.2, -0.6, -10.6, 3.6
CCOc1ccc(NC(=O)c2ccccc2O)cc1
    2.5, 4.4, 5.3, 0.5, 1.2, -33.9, 17.5, -15.9, -2.5
Cc1ccc(N2C(=O)[C@@H]3[C@H](C2=O)[C@H]2C=C(C(=O)c4ccccc4)C=CN2[C@@H]3C(=O)c2ccc(Cl)cc2)cc1
    1.2, 8.2, -14.1, 0.2, 0.8, 7.9, 7.7, 1.9, 3.7
CC(=O)N1C2CCCCC2S[C@H]2CCCCC21 (stereo partly drawn)
    1.5, 4.8, 11.1, 0.8, 0.4, 22.8, -4.4, -37.2, -2.5
